NPY-Y2 PAM-ag = potentiates or activates human NPY-Y2 receptor | actives 0.45% (n = 220,000) | P49146 | cells expressing NPY-Y2, potentiator/agonist read-out | activation, % at 3.6 µM; in the data active = activation above about 27%;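 also: cells stimulated with NPY near EC25 plus isoproterenol at EC100; 0% = vehicle plus submaximal agonist and 100% = vehicle plus saturating agonist; some results beyond the cut were filed as inactive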
Target sequence (P49146 whole entry, looked up): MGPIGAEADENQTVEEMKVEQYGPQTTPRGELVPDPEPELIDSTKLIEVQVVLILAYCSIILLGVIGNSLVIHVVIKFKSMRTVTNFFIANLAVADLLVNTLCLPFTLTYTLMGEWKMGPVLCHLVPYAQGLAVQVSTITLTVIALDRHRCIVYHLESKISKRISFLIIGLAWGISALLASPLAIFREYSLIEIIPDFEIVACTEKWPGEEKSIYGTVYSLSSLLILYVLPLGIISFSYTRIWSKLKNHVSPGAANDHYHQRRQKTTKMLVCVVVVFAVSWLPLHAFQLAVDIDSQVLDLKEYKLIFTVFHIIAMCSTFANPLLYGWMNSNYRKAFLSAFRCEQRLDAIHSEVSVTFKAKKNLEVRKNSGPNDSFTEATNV
p97 inhibitor = human p97 ATPase inhibition. inhibition, % at 8 µM. recombinant p97 ATPase, Kinase-Glo ATP luminescence, 3 h. actives 0.42% (n = 220,000); in the data active = inhibition above about 15%;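 also: 0% = DMSO vehicle and 100% = wells lacking enzyme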
Runt-SMMHC FRET = blocks binding of human RUNX1 Runt domain to CBFb-SMMHC; Cerulean-Runt/Venus-CBFb-SMMHC FRET ratio 530/480, 1 h; inhibition, % at 20 µM; actives 0.74% (n = 220,000); AID 1434;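 active = mean inhibition across duplicate retests at 20 µM reaching about 50%, limit read from the data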;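 also: 0% = DMSO wells and 100% = wells with excess untagged CBFb-SMMHC; inhibitors lower the FRET ratio by blocking Runt binding to CBFb-SMMHC; some results filed as inactive read as strong as hits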
MDM2 E3 inh = blocks human Mdm2 ubiquitin ligase activity. Q00987. AID 1230. cell-based MDM2 ubiquitination luciferase reporter, 2 h; 0 = plate control, 100 = twice control, blank-subtracted. signal enhancement, % at 5 µM. actives 0.11% (n = 210,000);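 active = signal enhancement of 30% or more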;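 also: luminescence tracks abundance of the self-degrading MDM2-luciferase fusion protein; higher signal means inhibition of MDM2 E3 ligase activity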
Target sequence (Q00987 whole entry, looked up, the tested form may be a part): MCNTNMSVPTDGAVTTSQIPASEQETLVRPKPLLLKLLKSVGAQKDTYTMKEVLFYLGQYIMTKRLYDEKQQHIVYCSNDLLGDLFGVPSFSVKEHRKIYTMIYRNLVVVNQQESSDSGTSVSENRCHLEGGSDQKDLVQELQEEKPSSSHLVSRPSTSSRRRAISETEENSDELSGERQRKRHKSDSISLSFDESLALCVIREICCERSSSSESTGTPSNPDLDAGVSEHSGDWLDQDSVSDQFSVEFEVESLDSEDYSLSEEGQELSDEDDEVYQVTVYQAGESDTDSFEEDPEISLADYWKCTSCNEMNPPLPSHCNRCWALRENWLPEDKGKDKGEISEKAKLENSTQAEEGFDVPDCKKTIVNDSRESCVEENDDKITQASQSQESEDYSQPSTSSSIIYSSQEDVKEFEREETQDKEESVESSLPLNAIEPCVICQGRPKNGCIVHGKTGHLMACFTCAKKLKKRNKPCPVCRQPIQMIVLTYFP
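Test system: mammalian cells stably expressing self-ubiquitinating, self-degrading MDM2 E3–luciferase fusion; Amount: 2000 cells in each well; Medium: DMEM; Schedule: 4 h settle plus 2 h compound, 37 °C; Technique: SteadyLite luciferase luminescence after 15 min room-temperature reagent incubation; Benchmarks: plate control and blank wells.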
Runt-CBFb FRET = inhibitors of human RUNX1 Runt domain binding to CBFb; actives 0.46% (n = 220,000); inhibition, % at 20 µM; Cerulean-Runt/Venus-CBFb FRET ratio 530/480, 1 h; Q01196+Q13951;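 active = inhibition over about 50% at 20 µM in the single-dose screen, limit read from the data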;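 also: 0% = DMSO wells and 100% = excess unlabeled CBFb competitor control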
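Schedule: protein complex preformed 1 h, compound exposure 1 h, room temperature, dark; test system: Cerulean-labeled Runt domain protein; amount: 100 nM per protein; buffer or medium: Tris 50 mM pH 7.5, KCl, K2SO4, 0.01% BSA; read-out: loss of energy transfer signal; detection: FRET fluorescence; controls: 5 µM unlabeled CBFb as full-inhibition high control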
RBBP9 inh = inhibitors of human serine hydrolase RBBP9. O75884. recombinant RBBP9, FP-Rh probe fluorescence polarization. inhibition, % at 7.94 µM. actives 0.2% (n = 220,000). AID 1515;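 active = inhibition above the campaign mean of all tested compounds plus 3 SD, cut at about 14% in these data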;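 also: plate controls were DMSO wells with RBBP9 for no effect and wells lacking RBBP9 protein for full effect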
Target sequence (O75884 whole entry, looked up): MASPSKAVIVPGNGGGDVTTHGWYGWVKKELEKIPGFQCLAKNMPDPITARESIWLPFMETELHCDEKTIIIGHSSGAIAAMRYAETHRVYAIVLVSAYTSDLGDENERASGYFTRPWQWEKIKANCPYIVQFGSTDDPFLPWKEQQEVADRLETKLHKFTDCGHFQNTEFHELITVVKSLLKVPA
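Controls: DMSO-treated enzyme wells and wells lacking RBBP9 | Material: RBBP9 protein | Technique: Fluorescence polarization | Replication: Single well per compound, no replicates | Buffer or medium: Tris-NaCl-Pluronic buffer, pH 8.0 | Timing: 30 min compound preincubation, 45 min probe labeling, 25 °C | Read-out basis: Percent inhibition from mP, scaled between DMSO and no-protein wells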
NPY-Y1 antag = antagonists of human neuropeptide Y receptor Y1; inhibition, % at 3.6 µM; AID 1040; HEK293-CNG Y1 cells, membrane potential fluorescence; NPY at EC95, then isoproterenol; P25929; actives 1% (n = 200,000);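 active = inhibition above the campaign mean inhibition of all tested compounds plus 3 SD, cut at about 20% in these data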;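 also: 0% = DMSO wells given NPY plus isoproterenol and 100% = isoproterenol alone without NPY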
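Assay system: HEK293 Y1/CNG channel cell line; Doses: single compound dose of 3.6 µM, 0.4% DMSO; Timing: dye 3 h, compound 60 min room temperature, stimulation 45 min; Technique: Membrane-potential fluorescent dye readout; Measure: % inhibition of NPY effect.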
NPY-Y1 PAM-ag = potentiators or agonists of human neuropeptide Y receptor Y1 | P25929 | NPY-Y1 expressing cells, potentiator/agonist activation | activation, % at 3.6 µM | actives 0.37% (n = 220,000) | AID 1304; in the data active = activation above about 33%, passing the limit was not always enough;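 also: cells stimulated with NPY at EC10 then isoproterenol at EC100; 0% = low agonist plus stimulus and 100% = saturating agonist plus stimulus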
Hck-Nef inh = blocks Nef-activated human Hck kinase; P08631; inhibition, % at 20 µM; AID 463187; actives 0.68% (n = 220,000); Recombinant Hck-YEEI plus Nef, Z-Lyte FRET kinase assay;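 active = Hck-Nef kinase inhibition above about 50%, limit read from the data; inactive = inhibition below that limit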;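 also: 0% = DMSO with Hck plus Nef and 100% = Hck alone without Nef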
An asterisk follows results filed as active; nt = not tested or not shown. Some of the compounds tested; the hit share may differ from the screen's.

SMILES,NPY-Y2 PAM-ag,Runt-SMMHC FRET,MDM2 E3 inh,p97 inhibitor,Runt-CBFb FRET,RBBP9 inh,Hck-Nef inh,NPY-Y1 antag,NPY-Y1 PAM-ag
CN1C(=O)NC(=O)/C(=C\C=C\c2ccccc2[N+](=O)[O-])C1=O,-10,26,3,6,15,-1,93*,4,-16
COc1ccc(-c2cc(=Nc3ccccc3)c3cc(C)ccc3o2)cc1,-4,-8,nt,3,-10,-9,2,6,17
C=CCOC(=O)C1=C(C)OC(N)=C(C#N)C12C(=O)N(CN1CCOCC1)c1ccccc12 (stereo not given),0,-1,-18,3,1,5,0,-2,1
COc1ccc(C(=O)C2CN(C)CC2C(=O)c2ccc(OC)cc2)cc1 (stereo not given),-7,1,-1,0,0,1,2,3,-22
CNP1(NC)=Nc2nn(-c3ccccc3)c(N)c2C(c2ccccc2)=N1,1,-1,-3,3,1,-6,0,2,10
O=C(/C=C/c1ccccc1)c1c(O)n(CCc2ccccc2)c(=O)[nH]c1=O,-6,2,-11,7,1,-2,2,3,-9
COc1ccc(CN2C(=O)NC(=O)/C(=C/c3ccc([N+](=O)[O-])o3)C2=O)cc1,10,-9,-19,1,nt,-12,142*,8,-3
CC(=O)N1CN(C(C)=O)CN(C(C)=O)C1,8,1,-12,2,1,2,-4,-1,6
CC(C)(C)c1ccc(C(=O)C2CCCN(C3CCC3)C2)cc1 (stereo not given),-11,1,-7,-4,-2,-2,26,6,-8
O=C1/C(=C/c2cccnc2)N2CCC1CC2,-4,4,-4,0,0,-3,23,0,-2
C=CCn1c(O)c(C=Nc2ccc(N(CC)CC)cc2)c(=O)[nH]c1=O,0,-111,-14,-2,-45,-1,-9,1,-9
N[C@@H](Cc1c[nH]c2ccccc12)c1nnc(SCc2ccccc2)o1,-18,1,-16,0,-2,-8,3,8,-14
O=C1NC(=O)N(c2ccccc2)C(=O)/C1=C\C=C\c1ccccc1,9,55*,26,5,37,1,14,nt,15
CCCC[N+]12CCC(CC1)C(C(=O)c1cccs1)C2 (stereo not given),5,5,-9,-1,-1,0,1,-4,-16
CC1(C)Cc2c(C#N)c(N3CCNCC3)nc(-c3ccco3)c2CS1,55*,-1,-17,-2,-14,-1,35,nt,59*
[N-]=[N+]=CC(=O)OC[C@H](N)C(=O)O,9,3,nt,6,0,-12,-2,-1,6
O=C(CNC(=O)c1ccccc1Cl)Nc1ccc(Br)cc1C(=O)c1ccccc1,-1,-5,-9,-5,1,-10,2,9,-8
COc1ccc(CN2CCCC(C(=O)c3sccc3C)C2)cc1O (stereo not given),-4,3,-7,1,-2,-5,23,2,-4
Cc1cccc(N2C(=O)NC(=O)/C(=C/c3cc4c(cc3[N+](=O)[O-])OCO4)C2=O)c1,7,-26,-2,4,nt,3,38,4,-5
N#Cc1c(/N=C/c2c(O)n(Cc3ccco3)c(=O)[nH]c2=O)sc2c1CCCC2,12,28,2,7,23,-14,4,5,-6
CCOc1ccc(-n2c(-c3ccoc3)nc3ccccc3c2=O)cc1,1,1,-3,4,5,-4,-11,5,-8
O=C(Cc1ccc([N+](=O)[O-])cc1)N1CCN(Cc2ccc3c(c2)OCO3)CC1,9,1,-6,-6,0,1,9,nt,-15
O=C(c1ccccc1F)c1cn(Cc2ccc(F)cc2)c2ccccc12,-1,5,0,2,0,-3,1,7,10
C/C(=N\NP(=S)(c1ccccc1)c1ccccc1)c1ccc(O)cc1O,11,-40,nt,4,1,-2,11,nt,12
Fc1ccc2c(c1)nnn2C1CCN(Cc2c(Cl)cccc2Cl)CC1,-18,-2,2,-3,1,-10,8,0,-8
OC(c1ccccc1)(c1ccccc1)C1CCNCC1,-7,-5,-23,-1,3,-7,-2,2,11
O=C(NC1(C(F)(F)F)Oc2ccccc2O1)N1CCC2(CC1)OCCO2,-6,-2,nt,-3,11,-9,7,2,-39
COc1ccc2c(c1)CC1(CN2C)C(=O)NC(=O)N(c2ccc(C)cc2)C1=O (stereo not given),-9,1,-19,0,3,0,2,4,0
CC(C)C(=O)c1cn(Cc2ccc(C#N)cc2)c2ccccc12,4,2,nt,3,2,-3,7,3,-17
COc1ccc(C(=O)Oc2cccc3cccnc23)cc1S(=O)(=O)N1CCOCC1,-7,-3,-7,1,3,0,23,6,-7

Ordered by formula weight (smallest number first): part of the list above.
SMILES,NPY-Y2 PAM-ag,Runt-SMMHC FRET,MDM2 E3 inh,p97 inhibitor,Runt-CBFb FRET,RBBP9 inh,Hck-Nef inh,NPY-Y1 antag,NPY-Y1 PAM-ag
O=C1/C(=C/c2cccnc2)N2CCC1CC2,-4,4,-4,0,0,-3,23,0,-2
O=C1NC(=O)N(c2ccccc2)C(=O)/C1=C\C=C\c1ccccc1,9,55*,26,5,37,1,14,nt,15
COc1ccc2c(c1)CC1(CN2C)C(=O)NC(=O)N(c2ccc(C)cc2)C1=O (stereo not given),-9,1,-19,0,3,0,2,4,0

(continued)
SMILES,NPY-Y2 PAM-ag,Runt-SMMHC FRET,MDM2 E3 inh,p97 inhibitor,Runt-CBFb FRET,RBBP9 inh,Hck-Nef inh,NPY-Y1 antag,NPY-Y1 PAM-ag
S=c1[nH]c2ccccc2[nH]1,-7,-5,-4,-1,-1,-5,21,2,2
CN(C)c1ccc([P+](=O)c2ccc(N(C)C)cc2)cc1,16,3,-17,7,1,-4,28,-5,12
COc1ccc(CN2C(=O)NC(=O)/C(=C/c3ccc(OC)c(OC)c3OC)C2=O)cc1,1,17,-5,11,16,-4,10,nt,23
O=C(C1CC(=O)N(C2CCCC2)C1)N1CCC2(CC1)OCCO2 (stereo not given),3,-5,-5,-3,-3,0,0,-3,16
O=c1oc2ccccc2c(O)c1C(c1ccc([N+](=O)[O-])cc1)c1c(O)c2ccccc2oc1=O,7,10,-8,2,16,-12,73*,3,7
CN1CCN(c2ccc([N+](=O)[O-])c(SCCO)c2)CC1,5,nt,5,4,nt,-3,21,2,0
CC(=O)c1c(C)n(C(C)C)c2ccc(O)cc12,8,nt,nt,-4,nt,-4,1,11,29
O=c1[nH]sc2cc(F)ccc12,-7,12,-19,4,23,-12,-111,-4,14
CCCC12CN3CCN(CC(C3)/C1=N\NC(=O)c1ccncc1)C2,7,0,-3,4,-2,-9,24,7,25
COc1ccc(CN2CCCCC2c2cccnc2)cc1C (stereo not given),10,1,-22,0,-2,-3,0,6,13
CC(=NCC1CCCO1)c1c(O)n(-c2ccccc2C)c(=O)[nH]c1=O (stereo not given),-3,-1,-14,1,2,0,-2,nt,8
Cc1ccsc1C(=O)C1CCCN(Cc2sc(N(C)C)nc2Cl)C1 (stereo not given),-12,-2,3,-4,0,-7,32,-1,-6
CCCC[N+]12CCC(CC1)C(Cc1ccccc1)C2 (stereo not given),0,0,-4,2,2,-11,9,nt,18
Cc1ccc(-n2c(O)c(C=NCc3ccco3)c(=O)[nH]c2=S)cc1C,12,-2,-14,8,10,-8,14,nt,0
COc1cc(/C=N/NC(=O)Cn2c([N+](=O)[O-])cnc2C)ccc1OC(=O)N(C)C,13,-2,nt,4,1,10,1,-2,23
O=c1c2ccccc2[nH]c(=S)n1-c1ccc2c(c1)OCO2,18,0,-4,5,0,0,0,-3,11
CN1C(=O)/C(=C/C=C/c2ccco2)C(=O)NC1=S,-6,8,-16,5,18,-10,54*,nt,6
CC(C)N(CCC(C(N)=O)(c1ccccc1)c1ccccn1)C(C)C (stereo not given),13,0,nt,0,0,-9,-1,-1,-7
COc1ccc(-c2cc(=O)c3c(OC)c(OC)c(OC)cc3o2)cc1,-28,0,-14,2,-1,3,16,1,-7
O=c1[nH]c(N2CCN(Cc3ccc4c(c3)OCO4)CC2)nc2c1CCC2,2,1,-11,9,0,-1,0,-9,-11
COc1ccccc1N1CCNCC1,nt,-1,-5,nt,2,nt,20,nt,nt
CN1C(=O)N(C)C(=O)C2(Sc3ccccc3C2=O)C1=O,2,-2,-2,-1,5,2,1,6,-7
CS(=O)(=O)NNP(=O)(NNS(C)(=O)=O)NC(=O)c1ccccc1,-10,-1,-24,8,2,-7,18,nt,-6
CC1(C)CN2C(c3ccc(Cl)cc3)N2C1 (stereo not given),-6,-2,0,2,2,0,-1,-1,-18
O=C1NC(=O)N(Cc2ccccc2)C(=O)/C1=C\C=C\c1ccco1,3,13,29,2,14,-9,59*,6,-6
CCCCn1c(O)c(C(CC)=NCCN2CCCCC2)c(=O)[nH]c1=O,-11,6,-22,1,0,-4,2,1,-6
O=C(COc1ccccc1)N1CCN(CC(O)COc2ccccc2)CC1 (stereo not given),12,3,-2,2,0,2,0,2,6
COCCN1Cc2cc(=O)n3c([nH]c4ccccc43)c2C1=N,0,41,-11,5,18,-6,34,-2,-10
COc1cc2c3c(c1OC)-c1cc(O)ccc1CC3NCC2 (stereo not given),-3,5,0,6,3,3,2,12,-4
CN1CCN(Cc2nc3ccccc3n2C)CC1,13,3,-6,3,-2,-9,1,0,5
COP(=O)(OC)/C(C=O)=N/Nc1ccc([N+](=O)[O-])cc1,5,-2,-23,5,-1,-1,21,2,10
COc1ccc(OC)c(N2C(=O)NC(=O)C(CCc3ccncc3)(CCc3ccncc3)C2=O)c1,8,2,1,2,-2,1,16,-2,13
O=C1NC(=O)C(=Cc2ccccc2Oc2ccc(F)cc2)C(=O)N1,-10,6,-6,3,8,-7,22,-1,-2
COc1ccc(C(=O)C2(C)N(O)C(C)C(c3cccs3)=[N+]2[O-])cc1 (stereo not given),-1,1,0,5,1,6,1,-2,-9
CN1C2CCC1CC(OC(=O)c1ccc(Cl)cc1)(C(=O)O)C2 (stereo not given),-4,1,-11,-3,-1,-12,1,4,3
O=C(NC(Oc1ccccc1)C(Cl)(Cl)Cl)c1ccccc1 (stereo not given),10,-2,-10,3,nt,4,3,8,23
O=C1NC(=O)C(CCc2ccccn2)(Cc2ccc3c(c2)OCO3)C(=O)N1CCc1ccccc1 (stereo not given),-11,-8,nt,-4,0,-9,-23,0,-5
CCCc1nc2ccccc2c(=O)n1-c1ccccc1OC,-9,3,-16,-5,0,-5,3,8,9
CN(C)CCc1nn[nH]n1,13,4,-2,-2,-2,13,0,-4,15
CCOC(=O)C1SC2(C(F)(F)C(F)F)CC1(O)c1c(c(OC)c3occc3c1OC)O2 (stereo not given),-4,-1,-19,-3,-3,-8,3,10,5
